# HTR5A ag – HTR5A agonists in luminescence cell assay, primary screen, counter-screen for OPRM1-OPRD1 heterodimer agonist project, full-deck HTS | 5-hydroxytryptamine receptor 5A (Homo sapiens), P47898 | cell-based | activation, % at 9.3 µM | actives 0.61% (n = 340,000) | AID 504692, 2011; in the data active means activation mostly above about 9.5%, no sharp cut-off; inactive means mostly below about 7.6%;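 further: 0% = cells with vehicle only and 100% = reference agonist; strong numbers were not always called active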
# HTR5A inv ctr – HTR5A inverse agonists in luminescence cell assay, primary screen, counter-screen for OPRM1-OPRD1 heterodimer inverse agonist project, full-deck HTS; 5-hydroxytryptamine receptor 5A (Homo sapiens), P47898; HTR5A cell line, inverse agonism; inhibition, % at 9.3 µM; actives 0.083% (n = 340,000); AID 504634, 2011; in the data active means inhibition mostly above about 23%, no sharp cut-off; inactive means mostly below about 18%;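 further: 0% = cells with DMSO and 100% = no-cell wells with DMSO; some compounds called inactive have numbers as strong as hits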
# NSD2 inh – NSD2 histone methyltransferase inhibitors, primary screen, biochemical, AlphaScreen, single concentration, set 2; actives 0.54% (n = 310,000); inhibition, % at 12.5 µM; AID 743445, 2014; NSD2 peptide methylation, 120 min; Histone-lysine N-methyltransferase NSD2 (Homo sapiens), O96028; in the data active means inhibition above about 50%
# Wnt bcat act – Wnt/beta-catenin pathway activators, primary screen, cell-based, plate reader, single point. Wnt/beta-catenin reporter cell assay, activator. activation, % at 9.35 µM. actives 1.2% (n = 300,000); in the data active means activation above about 30%, passing the limit was not always enough;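 further: 0% = neutral control wells and 100% = positive control wells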
# MITF TRPM1 HTS – activators of MITF-driven TRPM1 promoter reporter, primary screen, cell-based, SK-MEL-5, luciferase, single point | SK-MEL-5 TRPM1-promoter luciferase, 24 h; % of positive control, neutral wells = 0 | activation, % at 12.5 µM | actives 0.75% (n = 300,000) | AID 588334, 2011;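 active means mean activation of at least 80% with every replicate also reaching 80%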;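 further: 0% = neutral control wells and 100% = parthenolide positive control wells; values of inactives mirror those of a sister screen read the other way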
# V-ATPase pH – regulators of yeast V-ATPase proton pumping, primary screen, pHLuorin cytosolic pH fluorescence | actives 0.37% (n = 350,000) | response, % at 10 µM | S. cerevisiae | AID 504577, 2011; in the data active means response mostly above about 7.3%, no sharp cut-off; inactive means mostly below about 5.4%; further: actives read high; inactives centre near 0; some compounds called inactive have numbers as strong as hits; reference of the scale not given here
# SR-BI HDL uptake – inhibitors of SR-BI mediated HDL lipid uptake, primary screen, ldlA[mSR-BI] cells, fluorescence, single point; actives 0.96% (n = 320,000); AID 488896, 2010; ldlA[mSR-BI] CHO cells, DiI-HDL uptake fluorescence, 3 h; inhibition, % at 12.5 µM; Scavenger receptor class B member 1 (Mus musculus), Q61009;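 active means mean replicate inhibition of at least 70% and a set share of replicates each scoring 70 or more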;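 further: 0% = median of neutral control wells and 100% = median of positive control wells; values of inactives mirror those of a sister screen read the other way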
# CDK5 inh – inhibitors of human CDK5/p35 kinase, primary screen, biochemical, single concentration; Cyclin-dependent kinase 5 (Homo sapiens) + Cyclin-dependent kinase 5 activator 1 (Homo …; Recombinant CDK5/p35, ADP-Glo luminescence, 60 min; inhibition, % at 10 µM; actives 0.01% (n = 330,000); AID 488839, 2010;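 active means highest replicate inhibition of at least 50% and at least 75% of replicates reaching 50%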;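 further: plate controls were DMSO neutral control for no effect and GW8510 at 10 µM for full effect; many of its hits are not listed in these tables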
# Target sequence (Q00535 whole entry, looked up): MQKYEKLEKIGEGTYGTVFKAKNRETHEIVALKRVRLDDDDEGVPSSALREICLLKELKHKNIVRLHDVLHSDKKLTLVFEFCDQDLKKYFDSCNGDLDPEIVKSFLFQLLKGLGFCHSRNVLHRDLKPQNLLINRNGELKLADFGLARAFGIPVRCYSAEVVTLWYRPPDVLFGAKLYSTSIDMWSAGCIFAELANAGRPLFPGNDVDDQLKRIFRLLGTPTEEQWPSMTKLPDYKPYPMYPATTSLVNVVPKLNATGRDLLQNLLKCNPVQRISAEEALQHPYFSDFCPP
# Target sequence (Q15078 whole entry, looked up): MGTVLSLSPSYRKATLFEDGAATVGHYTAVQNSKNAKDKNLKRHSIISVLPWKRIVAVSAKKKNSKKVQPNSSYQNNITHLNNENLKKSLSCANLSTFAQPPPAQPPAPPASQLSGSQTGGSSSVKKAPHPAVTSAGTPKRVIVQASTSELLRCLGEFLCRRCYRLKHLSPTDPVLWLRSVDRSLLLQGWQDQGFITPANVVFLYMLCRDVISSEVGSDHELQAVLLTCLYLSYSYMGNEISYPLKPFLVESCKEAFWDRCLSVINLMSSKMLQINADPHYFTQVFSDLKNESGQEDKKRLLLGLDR
# dFosB act – activators of delta FosB homodimer, primary screen, biochemical, fluorescence polarization, TAMRA-CDK5 oligo, single point | Protein FosB (Mus musculus), P13346 | purified delta FosB; percent of positive-control signal above neutral wells | activation, % at 25 µM | actives 0.99% (n = 340,000);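 active means mean activation above about 17%, with every replicate also reaching it, limit read from the data, passing the limit was not always enough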;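 further: fluorescence polarization rise as delta FosB binds a TAMRA Cdk5 AP-1 oligo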
# Target sequence (P13346 whole entry, looked up): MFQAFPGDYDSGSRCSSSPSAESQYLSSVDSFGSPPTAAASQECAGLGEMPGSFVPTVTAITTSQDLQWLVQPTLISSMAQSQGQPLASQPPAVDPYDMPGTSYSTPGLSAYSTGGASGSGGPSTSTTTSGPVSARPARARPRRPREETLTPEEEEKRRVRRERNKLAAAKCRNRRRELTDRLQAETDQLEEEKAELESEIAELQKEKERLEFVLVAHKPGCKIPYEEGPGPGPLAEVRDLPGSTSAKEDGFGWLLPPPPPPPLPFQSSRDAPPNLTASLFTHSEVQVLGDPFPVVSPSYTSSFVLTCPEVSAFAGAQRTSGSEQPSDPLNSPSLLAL
# PvdQ inh – P. aeruginosa PvdQ acylase inhibitors, primary screen, biochemical, fluorescence, plate reader and imaging, single point. PvdQ acylase [Pseudomonas aeruginosa LESB58]. purified PvdQ acylase. inhibition, % at 10 µM. actives 0.063% (n = 340,000); in the data active means inhibition above about 30%, passing the limit was not always enough;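 further: 0% = vehicle neutral wells and 100% = reference inhibitor wells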
# * = called active by the depositor; · = not tested or not shown.
# Each structure is followed by: HTR5A ag	HTR5A inv ctr	NSD2 inh	Wnt bcat act	MITF TRPM1 HTS	V-ATPase pH	SR-BI HDL uptake	CDK5 inh	dFosB act	PvdQ inh
> CS(=O)(=O)C1=NN2C(=N)/C(=C\c3ccc(OC(=O)c4ccco4)cc3)C(=O)N=C2S1
  -4.0	-1.7	10.6	-0.4	5.5	7.1	-8.3	-1.0	-5.9	7.6
> O=C(CN1CCN(C(c2ccccc2)c2ccccc2)CC1)N1N=CCC1c1ccccc1 (stereo not given)
  -1.0	-25.5	3.9	-0.1	·	-0.3	-12.2	-0.6	-8.9	-8.7
> O=C(C[n+]1ccc(C(=O)N/N=C/c2ccc(O)cc2)cc1)c1ccccc1
  -1.9	-10.0	·	-2.1	8.3	-0.7	16.4	0.1	2.8	-4.7
> CCOC(=O)C(=CNc1ccc(N2CCCCC2)c(S(=O)(=O)Nc2ccccc2OC)c1)C(=O)OCC
  0.4	3.3	-1.5	-3.8	-10.8	2.2	8.5	0.2	0.2	-1.7
> COCCCn1c(SCC(=O)N2CCOCC2)nc2ccccc2c1=O
  3.1	-8.9	31.8	-0.7	-3.3	5.3	·	-0.7	0.0	-10.8
> CN(CCCCOc1ccc(F)cc1)Cc1ccccc1
  9.9	-18.6	·	-1.8	·	2.6	-19.7	0.4	-5.6	-8.0
> Cn1c(C(=O)O)cc2c(=O)n3ccccc3nc21
  1.6	-4.9	·	0.1	-6.8	-79.1	-5.7	-0.3	3.8	4.5
> Cc1occc1C(=O)N1N=C(C2CC2)CC1(O)C(F)(F)F (stereo not given)
  1.8	-11.2	19.1	·	-18.9	6.4	-10.4	-0.1	-12.0	9.2
> O=C(O)CCC(=O)N1CCc2cc(S(=O)(=O)NCc3cccs3)ccc21
  1.1	-18.9	·	·	7.2	-1.8	-17.0	-1.6	1.2	-10.7
> CC1CCCN(Cc2nc3c(c(=O)n(C)c(=O)n3C)n2CCc2ccccc2)C1 (stereo not given)
  -1.7	4.9	-4.7	·	-11.7	7.2	-28.4	-2.1	-2.4	6.9
> COCCNS(=O)(=O)c1ccccc1
  4.6	5.9	1.7	-2.3	-3.5	-0.8	-15.9	-0.3	6.2	0.8
> Cc1ccc(-c2nnc(SCC(=O)N3CC(C)CC(C)C3)o2)cc1C (stereo not given)
  -0.4	1.1	·	1.3	2.8	0.1	5.5	0.7	-2.7	-2.7
> COc1cccc(NC(=O)CN(C)C(=O)c2ccccc2OCc2c(C)noc2C)c1
  -4.7	12.3	1.3	-2.5	5.7	3.6	29.8	-0.1	-5.8	0.2
> COc1cc(-c2nc3cnccn3c2Nc2c(C)cccc2C)ccc1O
  9.8	-25.7	3.0	·	5.7	7.4	-1.3	2.6	1.9	5.4
> COc1ccc(N2CCN(C(=O)[C@H](Cc3c[nH]c4ccccc34)NC(C)=O)CC2)cc1
  -4.5	11.1	-2.3	-0.8	-9.6	0.1	-5.8	-1.7	-3.3	-6.7
> CC(C)c1ccc(-c2nnn(Cc3nc4ccccc4s3)n2)cc1
  21.0*	2.2	-3.9	·	0.4	-11.5	-12.2	2.6	-2.8	4.9
> CC(C)(C)OC(=O)NCc1ccc(CNC(=O)c2nc[nH]c2C(=O)NCc2ccc(CNC(=O)OC(C)(C)C)cc2)cc1
  4.2	-6.0	·	17.0	-28.4	2.8	56.9	-0.2	-2.9	1.8
> CSc1nsc(SCC(=O)Nc2ccccc2F)n1
  -1.0	3.0	3.3	23.0	·	-5.2	·	-1.7	-4.6	7.3
> CCN1CCN(CCNC(=O)c2cn(Cc3ccccc3F)nn2)CC1
  -3.0	-5.8	1.3	·	1.0	0.0	-6.3	-5.4	-6.8	-6.2
> O=S(=O)(Nc1nc2ccccc2nc1Cl)c1ccccc1
  0.0	-0.1	-2.0	1.3	13.2	-0.8	-8.7	-0.1	1.7	-12.5
> O=C(CSc1n[nH]c(=O)n1C1CC1)Nc1ccccc1
  4.1	4.2	·	-0.4	-11.3	-1.9	-24.6	1.5	2.5	-16.3
> O=C1c2ccccc2S(=O)(=O)N1CC1CC(c2ccc(Cl)cc2)=NO1 (stereo not given)
  -0.1	-1.0	31.6	45.6*	31.7	2.7	2.5	0.6	-3.0	-6.8
> CSc1ccc(CN(C)CC(=O)NC(=O)NCCC2=CCCCC2)cc1
  10.7	6.3	2.1	-4.1	8.5	10.4	2.9	-0.9	-0.8	-11.7
> O=C(Nc1ccc(S(=O)(=O)N2CCCCC2)cc1)c1ccccc1Cl
  3.1	-14.5	-2.4	6.5	·	-1.6	-31.6	-0.3	-6.2	-1.2
> Cc1ccc(CNS(=O)(=O)c2c(C)[nH]c(=O)[nH]c2=O)cc1
  -5.5	19.7	-6.6	1.5	-2.1	-5.0	-13.6	-1.1	-0.5	-11.3
> CC(NC(=O)CN(C)CC(=O)Nc1cccc(F)c1)c1ccccc1 (stereo not given)
  3.2	-8.9	-2.4	-3.5	-8.0	6.3	-14.7	0.9	-6.0	-8.5
> O=C(CCN1CCN(c2ccc(Cl)cc2)CC1)Nc1ccccc1F
  5.3	-13.3	1.3	-1.6	·	-1.0	21.1	-0.2	-3.1	-1.6
> O=C(NCCO[N+](=O)[O-])c1cccnc1
  1.3	3.0	·	-1.2	2.8	-1.8	-12.5	0.7	6.5	2.7
> CN(C)c1ccc(NC2=C(Cl)C(=O)c3ccccc3C2=O)cc1
  -6.6	17.5	58.1*	-16.4	-100.4	-1.1	1.0	5.1	-7.8	-5.5
> O=C(Nc1cc(S(=O)(=O)N2CCOCC2)ccc1-n1cncn1)c1ccc(Cl)cc1
  -0.9	17.4	-1.1	0.8	14.0	2.5	·	2.2	-8.1	0.9
> COc1ccc(NC(=O)c2c(Nc3ccccc3)sc(C(=O)c3ccc(F)cc3)c2N)cc1
  -0.7	-26.1	11.0	-33.0	·	4.0	121.8*	-0.7	0.8	-12.0
> CCOC(=O)N1CCC(NC(=O)c2ccc(CS(=O)c3cccc(C)c3)o2)CC1 (stereo not given)
  -4.0	0.9	-2.9	-3.1	1.3	-2.0	-18.1	·	-5.6	4.4
> Cc1cccc(-n2cc[nH]c2=S)c1C
  0.9	-2.2	-2.8	·	1.3	0.5	-28.3	-1.0	4.6	-6.9
> O=C(N/N=C/c1cccc(C(F)(F)F)c1)c1cc2c(s1)-c1ccccc1CC2
  0.9	2.2	-0.4	·	-3.5	0.4	-4.5	-0.2	-8.6	-12.1
> CC(=O)c1c(O)cc(=O)oc1-c1ccc(C)cc1
  5.2	-8.9	-0.8	-0.3	9.4	0.8	2.5	-0.3	6.0	-14.4
> O=C(Nc1ccccc1)c1ccc(S(=O)(=O)NCC2CCCO2)cc1 (stereo not given)
  2.1	-0.9	-1.2	·	-5.2	0.1	-5.0	-0.2	-7.0	-3.2
> Cc1sc2nc(SCc3nc4ccccc4[nH]3)n(Cc3ccco3)c(=O)c2c1C
  5.3	13.2	-1.9	-2.3	-9.4	-3.5	-3.7	-2.1	-0.8	5.3
> O=C(c1cccnc1)N1CCN(c2c(Cl)cccc2[N+](=O)[O-])CC1
  1.6	-20.4	2.5	·	5.6	5.1	-3.3	1.9	-1.6	-14.7
> COc1ccc(C(=O)CSc2nnc(CNC(=O)c3ccccc3)n2C)cc1
  6.2	-30.0	0.6	3.5	7.6	-5.8	-18.1	1.4	-4.6	-2.4
> CCN(CC)C(=O)CSc1nc2c(sc(=S)n2-c2ccccc2)c(=O)n1-c1ccccc1OC
  6.2	-24.1	1.6	0.6	3.5	-1.2	3.0	-1.1	-2.0	-6.2
> Cc1cc(NS(=O)(=O)c2ccc(NC(=S)NC(=O)c3ccc(Br)cc3)cc2)no1
  -1.4	-20.6	7.6	-1.2	-7.5	3.6	-21.6	-0.1	-1.5	-11.6
> O=C(NCCCO)C(=O)Nc1cc2c3c(c1)CCC(=O)N3CCC2
  -0.7	2.7	-1.7	0.3	0.0	-3.3	-0.2	1.3	1.8	7.0
> O=S(=O)(Nc1ccc2c(c1)OCCO2)c1ccc(F)cc1
  -7.2	-9.1	-0.5	·	-2.1	-0.6	-2.4	0.3	-9.5	3.0
> CC(=O)Nc1cccc(NC(=O)CSc2nc(C3CC3)nc3ccccc23)c1
  -4.5	5.6	-0.5	-2.8	-41.9	3.6	23.6	1.2	14.6	-8.7
> CCC(Cc1ccccc1)NC(=O)C1CCC(CNc2c(N3CCCC3)c(=O)c2=O)CC1 (stereo not given)
  4.9	-14.3	·	-0.5	·	-1.6	-7.8	3.3	-8.5	9.2
> Cc1ccc(OCC(O)CN2CCN(CC(O)COC(C)C)CC2)c(C(C)(C)C)c1 (stereo not given)
  3.2	-15.5	0.8	·	6.7	2.7	19.1	1.1	-7.9	6.2
> COc1ccc(CC(=O)NCC(=O)N/N=C(/C)c2ccco2)cc1
  ·	·	-1.1	-1.1	1.6	0.6	2.5	-0.5	3.1	-15.2
> COc1ccc(-n2cc(C(=O)c3cc4ccccc4oc3=O)c(C(C)=O)n2)cc1
  -1.8	5.0	-0.4	·	·	-1.9	-2.6	-2.5	-3.6	-26.5
> CCOc1ccc(NC(=O)CN2CCN(CC(=O)Nc3ccc(OC)cc3OC)CC2)cc1
  3.0	-10.7	2.5	1.4	-1.6	3.5	62.4	1.6	-5.2	-6.9
> COc1cc(NC(=O)c2ccco2)c(OC)cc1NC(=O)c1cc(OC)c(OC)c(OC)c1
  9.0	-23.5	4.7	0.9	·	-0.8	79.4*	-1.1	-10.9	-11.9
> CC(C)(C)n1ncc2c(=O)n(CC(=O)Nc3ccc4c(c3)OCCO4)cnc21
  2.0	-12.8	·	·	5.4	6.5	-23.6	-2.0	-2.9	0.9
> O=C(Nc1ccccc1Br)C1CCN(C(=O)Cc2ccccc2)CC1
  2.4	-12.3	-2.5	-0.4	-15.3	3.6	-1.3	0.6	1.6	-11.3
> CSc1nnc(-c2ccccc2SC)o1
  1.4	-3.5	-0.8	3.8	1.3	0.2	8.4	-1.5	-11.9	-12.3
> CC1CCN(S(=O)(=O)c2ccc3c(c2)N(CC(=O)NCCCOC(C)C)C(=O)CS3)CC1
  -1.1	4.2	-4.4	-1.1	14.2	0.1	-6.8	-1.2	-5.3	-19.2
> O=C(Cn1nc(-c2ccc3c(c2)OCCO3)ccc1=O)Nc1ccc(-n2cnnn2)cc1
  4.6	-1.7	-1.5	-1.5	-5.5	0.7	-4.1	-4.1	81.3*	-13.4
